# Polio RdRp inh – inhibitors of poliovirus RNA polymerase binding and polymerization | P03300 | actives 0.66% (n = 150,000) | poliovirus polymerase elongation, fluorescence polarization; stronger effect = lower value | % elongation, % (compound at 16.7 µg/mL); in the data active = % elongation below about 90%; also: some results filed as inactive read as strong as hits
# Target sequence (P03300 1749-2209 limits assumed): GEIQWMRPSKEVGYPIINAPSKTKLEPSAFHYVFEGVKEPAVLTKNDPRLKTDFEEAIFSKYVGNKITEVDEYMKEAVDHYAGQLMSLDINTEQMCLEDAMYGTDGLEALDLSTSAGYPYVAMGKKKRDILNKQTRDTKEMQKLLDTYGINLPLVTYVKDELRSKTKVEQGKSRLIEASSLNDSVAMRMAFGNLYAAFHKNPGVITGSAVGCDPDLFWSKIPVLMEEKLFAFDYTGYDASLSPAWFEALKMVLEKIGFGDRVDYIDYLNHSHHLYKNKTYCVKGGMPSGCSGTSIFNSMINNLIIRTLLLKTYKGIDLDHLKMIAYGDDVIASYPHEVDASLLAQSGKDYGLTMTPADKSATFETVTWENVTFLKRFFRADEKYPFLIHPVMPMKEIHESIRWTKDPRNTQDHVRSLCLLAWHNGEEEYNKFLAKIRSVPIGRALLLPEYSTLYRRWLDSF
# Polio RdRp inh FP z-score – recorded beside Polio RdRp inh, whose call it bears; z-score; measured here: FP z-score; hits read low
# * hit, by the source's call. Not all compounds are listed (hit frequency here may not be typical).
Structure	Polio RdRp inh	Polio RdRp inh FP z-score
Cc1cc(C)c2c(=O)cc(CSc3n[nH]c(C)n3)[nH]c2c1	107	0.3
CSc1ncc2c(n1)-c1ccccc1N(C)S2(=O)=O	101	0.2
c1ccc(Nc2nnc(CSc3nc4ccccc4s3)s2)cc1	100	-0.1
CC(C)OCCCNC(=O)CCCn1c(SCC(=O)c2ccc(Br)cc2)nc2c(sc3ccccc32)c1=O	108	0.5
COc1cc(C(=O)NC(=S)NC(N)=O)cc(OC)c1OC	105	-0.1
COCCN1C(c2ccccc2)=CC(=C2C(=O)N(C)C(=O)N(C)C2=O)C2=C1CCCC2	99	-1.1
CCOC(=O)C1=C(Nc2ccc(Cl)cc2)C(=O)N(C(C)(C)C)C1	102	0.1
CC(=O)c1ccc(NC(=O)C2CCC(CNS(=O)(=O)c3cccc4nsnc34)CC2)cc1 (stereo unspecified)	106	0.3
O=C(Oc1ccc2c(c1)CCCC2)c1cccs1	102	0.3
O=C(C1CCC1)N1CCCc2cc(S(=O)(=O)Nc3ccc(F)cc3)ccc21	102	-1.3
CCc1cccc(CC)c1N(COC)C(=O)Cn1c(Cc2ccccc2)nc2ccccc21	100	-0.3
COc1cccc2cc(C(=O)Nc3ccc(CC(=O)O)cc3)c(=O)oc12	102	-0.2
CN1C(C(=O)Nc2ccc(OC(F)(F)F)cc2)=CC(c2cccs2)=NS1(=O)=O	113	0.3
COCCNC(=O)c1cc2ccccc2oc1=O	101	-0.1
COC(=O)CSC1=C(C#N)C(c2ccco2)C(C(=O)Nc2ccccc2)=C(C)N1 (stereo unspecified)	104	0.4
FC(F)(F)CNC1CCN(Cc2ccccc2)CC1	105	0.3
O=C1OCCC1OC(=O)C1c2ccccc2Oc2ccccc21 (stereo unspecified)	99	-0.4
N#CC(C(=O)Nc1ccccc1)=C1CCCC1	103	0.2
O=C(NCc1cccc(C(F)(F)F)c1)c1cccs1	102	0.3
N/C(=N/OC(=O)Nc1ccccc1)C1COc2ccccc2O1 (stereo unspecified)	101	-0.5
CCN(CC)c1ccc(NC(=O)Cn2ncc3c(C)n(Cc4ccccc4F)c(C)c3c2=O)c(C)c1	109	0.4
COc1cc2c(cc1NC(=O)CC(C)(C)C)oc1ccccc12	99	-0.7
Cn1c(=O)[nH]c(=O)c2c1nc1n(CCO)c(-c3ccccc3)cn21	103	0.1
COc1ccc(C(=O)NCc2nnc(SCC(=O)Nc3ccc(C)cc3C)o2)cc1OC	101	0.1
COCCNS(=O)(=O)c1cccc(C(=O)Nc2ccccc2)c1	101	-0.3
COc1ccc(-c2cnn3c(C)cc(C)nc23)cc1OC	99	-1.1
COc1ccc(-c2noc(CSc3nnc(-c4ccccc4)n3-c3ccc(F)cc3)n2)c(OC)c1	106	-0.1
c1ccc2oc(Cc3nc4ccccc4s3)nc2c1	100	-0.1
CC(C)(C)NC(=O)Cc1ccc(Br)cc1	101	-0.6
O=C(Cn1c(=O)oc2ccccc21)Oc1ccc2c(c1)OCO2	103	0.1
Cc1cccc(NC(=O)Cn2c(=O)n(CCCCCC(=O)NCc3ccccc3)c(=O)c3sccc32)c1	102	-0.8
Cc1ccc2nc(SCC(=O)N3CCCc4ccccc43)nc(=O)n2c1	104	0.5
COc1ccc(N/C(=N/c2nc(C)cc(=O)[nH]2)NC(=O)c2cccc(Cl)c2)cc1	105	0.7
COc1ccc(CNC(=O)Cc2c(C)c3cc4c(C)coc4c(C)c3oc2=O)cc1OC	113	1.1
O=C(CSc1nnc(-c2ccccc2)o1)c1ccccc1	103	0.1
CCOc1ccc2oc(C(=O)N3CCCCC3C(N)=O)c(C)c2c1 (stereo unspecified)	106	0.4
COC(=O)c1c(-c2ccc(Cl)cc2)noc1N1CCN(c2cccc(C(F)(F)F)c2)CC1	112	1.1
CC(C)(C)c1cn2ccc3ccccc3c2n1	100	-0.6
Cn1c(=O)n(C)c2cc(N3CCOCC3)c(NC(=O)c3ccc(C(C)(C)C)cc3)cc21	103	-0.4
CC(=O)Nc1ccc(N2CCN(C(C)=O)CC2)cc1	102	0.1
Cc1ccc2c(CC(=O)Nc3ccc(S(=O)(=O)N4CCC(C)CC4)cc3)coc2c1	121	0.4
O=C(CCN1C(=O)C2C3C=CC(C3)C2C1=O)Nc1cccnc1 (stereo unspecified)	104	0.5
COc1cc2cc(OCc3c(F)cccc3Cl)nc(C)c2cc1OC	102	-0.3
CCC(CC)NCc1oc2ccc(Cl)cc2c1-c1ccc(OC)cc1	102	0.2
COc1ccc(CNC(=O)CCS(=O)(=O)c2ccc3c(c2)oc(=O)n3C)cc1	106	-0.5
Cc1ccccc1CNC(=O)C(=O)NCC(c1ccco1)S(=O)(=O)c1cccs1 (stereo unspecified)	106	-0.3
CCc1ccccc1NC(=O)c1nc(-c2ccncc2)no1	101	-0.9
Cc1cccc2c1cnn2C(=O)Nc1cc(F)ccc1F	103	0.8
COc1ccc(-c2c(C)c3cc(Cl)c(O)cc3oc2=O)cc1OC	110	0.6
O=C(Cn1cc(C(=O)C2CCCCC2)c2ccccc21)Nc1ccccc1Cl	111	1
Cc1nc2c(C(=O)N(C)Cc3ccco3)c[nH]n2c(=O)c1Cc1ccccc1F	101	0.1
OC(CNCc1ccccc1)C12CC3CC(CC(C3)C1)C2 (stereo unspecified)	103	0.3
CC(=O)Nc1ccccc1-c1nc2ccccc2n(CC(=O)c2ccc(Br)cc2)c1=O	99	-1.3
C=CCSc1nccc(-c2sc3ccc(Cl)cc3c2C)n1	103	-0.1
Cc1ccc(C(=O)c2sc(Nc3ccc(F)cc3)c(C#N)c2N)cc1	77*	-4.7*
O=c1ncn(Cc2cccs2)cc1-c1ccccc1	108	0.4
CCOC(=O)c1cnc(-c2ccccc2)[nH]c1=O	102	0.6
O/N=C/c1ccccc1C(F)(F)F	102	0.1
CCOc1ccccc1NC(=O)Nc1ccccc1OCc1cc(=O)n2ccccc2n1	107	0.3
O=C(NCC1COc2ccccc2O1)c1ccc(Cl)cc1 (stereo unspecified)	101	-0.5

# Continuation.
Structure	Polio RdRp inh	Polio RdRp inh FP z-score
Cc1ccc2nc(NC(=O)C3CCCN(S(=O)(=O)c4ccc5c(c4)oc(=O)n5C)C3)sc2c1 (stereo unspecified)	103	0.6
Cc1cccc(C)c1OCCCn1ccnc1	100	0.2
CCOC(=O)C1CCCN(C(=O)COc2ccc(N(C)S(=O)(=O)c3ccc(F)cc3)cc2)C1 (stereo unspecified)	100	-0.1
Cc1cc(N2CCN(c3ccccc3F)CC2)n2cnnc2n1	106	-0.4
CC(=O)c1cccc(NC(=O)c2nc3ccccc3n(C)c2=O)c1	110	-0.6
O=C1NC(C(=O)O)Cc2ccccc21 (stereo unspecified)	106	0.5
CN(C)S(=O)(=O)c1ccc(C(=O)NCc2n[nH]c(=O)c3ccccc23)cc1	107	0.3
Cc1ccc(C)c(OCc2nc3ccccc3n2C)c1	104	-0.5
CCn1c(=N)n(CC(=O)c2ccc(-c3ccccc3)cc2)c2ccccc21	104	0.7
Cc1ccnc(NC(=O)c2sc3cc(Cl)ccc3c2Cl)c1	102	0.1
O=C(NCC(c1cccnc1)N1CCOCC1)C1CCCCC1 (stereo unspecified)	104	0.8
COc1ccc(NC(=O)NCC2CCN(Cc3ccccc3F)CC2)c(OC)c1	110	0.3
O=S(=O)(c1ccc(Cl)c2ccccc12)N1CCCC1	103	0.5
COCc1c(Br)c(C)nc2sc3c(=O)[nH]nnc3c12	101	-0.4
CC(C)CN(C(=O)CSc1nc2ccccc2[nH]1)c1c(N)n(CC(C)C)c(=O)[nH]c1=O	101	-0.3
CCCCn1c(=O)[nH]c(=O)c2c1nc(CN1CCN(S(=O)(=O)c3ccccc3)CC1)n2CC	102	0.1
CC(=O)N(C(C)=O)N1C(=O)c2cccc3c(N4CCOCC4)ccc(c23)C1=O	67	-6.5
CCOc1ccc(CNC(=O)C2CCCN(c3nnc(-n4cccc4)s3)C2)cc1 (stereo unspecified)	102	0.3
Cc1[nH]c(-c2ccc(F)cc2)cc1C(=O)NC1CCCC1	102	0.2
Cc1ccc(NC(=O)c2cc(-c3ccc(Br)s3)nc3ccccc23)cc1F	106	0.2
COc1ccccc1N1CCN(S(=O)(=O)c2ccc(S(=O)(=O)NC3CCCC3)cc2)CC1	102	0
O=C(NCc1ccco1)c1ccc(S(=O)(=O)N2CCCc3ccccc32)cc1	99	-1.2
O=C(O)CCn1cc(C(=O)O)c(-c2ccccc2)n1	98	-0.6
COc1ccc(CNC(=O)c2cc(-c3cccs3)nc3ccccc23)c(OC)c1	105	-0.1
COC(=O)c1ccc(CSc2nc(-c3ccco3)cc(C(F)(F)F)n2)o1	103	0.6
Cc1cccc(N=c2scc(-c3ccco3)n2/N=C/c2c[nH]c3ccccc23)c1C	100	-0.2
O=C(NC(=S)Nc1ccc(N2CCCCC2)cc1)c1ccccc1	102	0.1
CN(Cc1nc2ccccc2c(=O)[nH]1)C(=O)CCC(=O)N1CCOCC1	103	0
CCN1C(=O)C2C(c3ccccc3C)NC(Cc3ccc(O)cc3)(C(=O)OC)C2C1=O (stereo unspecified)	102	0.2
O=c1[nH]c(SCc2ccc(F)cc2)nc2c1CCCC2	115	1.4

# Random excerpt: 3 compounds from above.
Structure	Polio RdRp inh	Polio RdRp inh FP z-score
COc1ccc(CNC(=O)c2cc(-c3cccs3)nc3ccccc23)c(OC)c1	105	-0.1
Cc1ccc2nc(NC(=O)C3CCCN(S(=O)(=O)c4ccc5c(c4)oc(=O)n5C)C3)sc2c1 (stereo unspecified)	103	0.6
O=c1[nH]c(SCc2ccc(F)cc2)nc2c1CCCC2	115	1.4

# (listing goes on)
Structure	Polio RdRp inh	Polio RdRp inh FP z-score
CC(=O)N1CC(NC(Cc2cnc[nH]2)C(=O)O)C(c2ccc(N(C)C)cc2)=N1 (stereo unspecified)	101	-0.1
CCOC(=O)c1ccccc1NC(=O)COC(=O)CC(C)(C)CC1=NS(=O)(=O)c2ccccc2N1	113	1.4
Cc1cc(C)cc(NC(=O)N2CCC3(CC2)OCCO3)c1	104	0.7
Cn1c(=O)c2c(nc(CN3CCN(c4cccc(Cl)c4)CC3)n2CCCO)n(C)c1=O	98	-0.9
O=c1c(-c2ccccc2)coc2cc(O)ccc12	103	0
O=C(CSc1nnc2scc(-c3ccccc3)n12)c1ccc2c(c1)OCCO2	102	0.4
COc1ccc(OC)c(N(C)S(=O)(=O)c2ccc3c(c2)N(C(C)=O)CCO3)c1	102	0
O=C(CN1CCSc2ccccc21)NCc1ccccc1F	110	0.8
CCn1cc(C(=O)NCCCN2CCCC(C)C2)c(=O)c2cc(S(=O)(=O)N(C)C3CCCCC3)ccc21 (stereo unspecified)	110	1.1
CCOc1ccc(CCNC(=O)C2CCCN(C(=O)c3cc4sccc4n3CC)C2)cc1OCC (stereo unspecified)	102	0.2
CCCn1c(C)cc(C(=O)COC(=O)c2nn(CCC)c(=O)c3ccccc23)c1C	101	-0.1
O=C1C=CC(=O)C(c2ccc(Br)cc2)=C1	105	0.7
Cc1c(C(=O)N2CCCC2)oc2c1-c1nn(CC(=O)NCc3ccc(OC(C)C)cc3)cc1CC2	108	0.2
COc1ccc(C(=O)NCc2ccoc2C(=O)O)cc1	105	0.3
CCCCn1c(SCC(=O)c2ccccc2)nc2c(sc3ccccc32)c1=O	104	-0.6
Cc1ccc(-n2c(O)c(C=NCC3CCCO3)c3ccccc3c2=O)cc1C (stereo unspecified)	98	-0.5
O=C(O)C1C2C=CC(CC2)C1C(=O)NCCc1ccccc1 (stereo unspecified)	102	-0.1
O=C(Cn1nnc(-c2ccc(F)cc2)n1)NC(=O)NC1CCCCC1	107	0.7
CCc1ccc(C2C3=C(Nc4c2c(=O)n(C)c(=O)n4C)c2ccccc2C3=O)cc1 (stereo unspecified)	100	-0.2
CCN1CCN(C(c2ccc(F)cc2)c2c(O)cc(C)n(CCOC)c2=O)CC1 (stereo unspecified)	109	0.2
O=C1OC(c2ccco2)=N/C1=C1/C=C(c2cccs2)Oc2ccccc21	101	0.3
CCc1ccc(NC(=O)CSc2nnc(CC)c(CC)n2)cc1	102	-0.9
CN(C)C(=O)COC(=O)c1cccc(S(=O)(=O)N2CCN(c3ccccc3)CC2)c1	101	-0.3
Cc1nnc(SCC(=O)N(C)CC(=O)Nc2ccc(F)cc2)n1Cc1ccccc1	105	0.2
C=CCSC1=C(C#N)C(c2ccccc2OCC)C(C#N)C(=O)N1 (stereo unspecified)	99	-0.4
Cc1cn2c(=O)cc(COc3cccc(NC(=O)c4ccccc4C)c3)nc2s1	104	-0.8
O=C(Nc1ccc(F)cc1F)c1ccc2c(=O)n3c(nc2c1)CCCCC3	103	-0.1
Cc1ccc(NC(=O)CN2Cc3ccccc3C2=O)cc1	99	-0.8
CCc1ccc(Nc2nc(-c3cc4ccccc4oc3=O)cs2)cc1	105	0.7

# Some values from the entries so far.
# Polio RdRp inh FP z-score, Cc1nnc(SCC(=O)N(C)CC(=O)Nc2ccc(F)cc2)n1Cc1ccccc1 → 0.2
# Polio RdRp inh FP z-score, CCN1CCN(C(c2ccc(F)cc2)c2c(O)cc(C)n(CCOC)c2=O)CC1 (stereo unspecified) → 0.2

# Some of these compounds in order of SMILES length, descending:
Structure	Polio RdRp inh	Polio RdRp inh FP z-score
Cc1c(C(=O)N2CCCC2)oc2c1-c1nn(CC(=O)NCc3ccc(OC(C)C)cc3)cc1CC2	108	0.2
CC(=O)N1CC(NC(Cc2cnc[nH]2)C(=O)O)C(c2ccc(N(C)C)cc2)=N1 (stereo unspecified)	101	-0.1
CCOc1ccc(CCNC(=O)C2CCCN(C(=O)c3cc4sccc4n3CC)C2)cc1OCC (stereo unspecified)	102	0.2
O=C(CSc1nnc2scc(-c3ccccc3)n12)c1ccc2c(c1)OCCO2	102	0.4
O=C(Cn1nnc(-c2ccc(F)cc2)n1)NC(=O)NC1CCCCC1	107	0.7
O=c1c(-c2ccccc2)coc2cc(O)ccc12	103	0

# Screens: PubChem BioAssay, ICCB-Longwood Screening Facility, Harvard Medical School
